SKN-1 block – blocks SKN-1 activity in C. elegans; 360,000 tested, 0.49% active; inhibition, % at 21.8 µM; AID 624304; C. elegans VP596 Pgst-4::GFP/RFP ratio, acrylamide-induced, 24 h;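 active = interference check ratio from 0.5 to 1.5 plus GFP to RFP signal ratio inhibition reaching or exceeding a fixed threshold, cut at about 30% in these data, passing the limit was not always enough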; also: some compounds called inactive have numbers as strong as hits
Rpn11 block – blocks the human proteasome subunit Rpn11 | 360,000 tested, 0.59% active | O00487 | AID 588493 | human 26S proteasome, Ub4-pepOG fluorescence polarization; 20S core pre-blocked with epoxomicin | calls only at 20 µM;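 active = inhibition at 20 µM, scaled to each plate's controls, above about 33%, limit read from the data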
MT1-MMP act inh – blocks activation of human MT1-MMP; P50281; HT1080 RFP-PRO-GFP cells, GFP/RFP ratio fluorescence, overnight; percent of plate control window, DMSO zero; GFP/RFP ratio change, % at 20 µM; 360,000 tested, 0.061% active; AID 651647;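 active = GFP/RFP ratio change of at least 30% with cell ATP level not reduced by more than half and red fluorescence within 50% of control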; also: strong numbers were not always called active
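Assay system: HT1080 RFP-PRO-GFP cells | Dosing: 20 µM single dose, 1% DMSO | Incubation: Cells overnight before dosing, compound overnight, 37 °C, 5% CO2 | Evaluation: GFP/RFP fluorescence ratio | Control set: DMSO-only wells and HT1080 RFP-L50D-GFP cell wells as references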
Rin1 Abl inh – human Rin1-Abl interaction inhibition; P00519+Q13671; TR-FRET Rin1/Abl binding, biochemical; inhibition, % at 7.35 µM; 360,000 tested, 0.4% active; in the data active = inhibition above about 5%, passing the limit was not always enough
NadD inh – inhibitors of Staphylococcus aureus NadD. purified NadD enzyme, colorimetric absorbance read-out. inhibition, % at 20 µM. 360,000 tested, 0.78% active; in the data active = inhibition above about 26%; also: some compounds past the cut are filed as inactive
Neddylation inh – blocks human cullin neddylation. TR-FRET cullin neddylation, biochemical. 360,000 tested, 0.58% active. calls only at 25 µM. P61081+Q13564; in the data active = inhibition above about 36%
FAS TE block – inhibitors of human fatty acid synthase thioesterase domain; P49327; recombinant FAS-TE, OMFH fluorogenic substrate, fluorescence endpoint; inhibition, % at 15 µM; 360,000 tested, 0.67% active; AID 602261;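 active = compounds whose normalised, plate-corrected inhibition of enzyme fluorescence in the single-dose primary screen is 50% or more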;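 also: 0% = DMSO with enzyme and 100% = substrate without enzyme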
CSN inh – blocks human CSN-mediated cullin deneddylation; inhibition, % at 12.5 µM; Q92905; Purified CSN, SCF-Nedd8-OG deneddylation, fluorescence polarization; 360,000 tested, 0.38% active; AID 651999;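 active = pattern-corrected inhibition above about 35%, with an unprinted fluorescence ratio check between 0.5 and 1.5, limit read from the data, passing the limit was not always enough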;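 also: 0% = enzyme with substrate and 100% = substrate without enzyme; some results filed as inactive read as strong as hits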
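Schedule: reaction 90 min, room temperature / Assay system: HEK293T-derived human Csn5 enzyme / Input: Csn5 at 0.24 nM final / Measure: inhibition of Csn5 cleavage, % / Control set: substrate-only high control, full reaction low control / Technique: fluorescence polarization of the substrate / Buffer or medium: Tris/NaCl/DTT buffer, pH 7.5 / Reagent: SCFSkp2-Nedd8OG substrate at 10 nM final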
PABP1 MLLE inh – blocks PAM2 peptide binding to the PABP1 MLLE domain; AID 588489; GST-MLLE / FITC-PAM2 fluorescence polarization; inhibition, % at 20 µM; 360,000 tested, 0.36% active; in the data active = inhibition above about 35%, passing the limit was not always enough;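 also: plate controls were DMSO wells with GST-MLLE for no effect and wells lacking GST-MLLE protein for full effect; some results filed as inactive read as strong as hits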
An asterisk follows results filed as active; i = inactive; / = not tested or not shown; + = active, no number.

Second line of a record: SKN-1 block | Rpn11 block | MT1-MMP act inh | Rin1 Abl inh | NadD inh | Neddylation inh | FAS TE block | CSN inh | PABP1 MLLE inh
1: O=S(=O)(c1cccs1)N1CCN(Cc2ccccc2)CC1
 : -16 | i | 1 | -1 | -8 | i | 0 | 4 | 17
2: COc1ccc(N2CCN(C(=O)[C@H](C)NC(=O)c3ccccc3Cl)CC2)cc1
 : -6 | i | 0 | 1 | -3 | i | -4 | 8 | -5
3: CCOc1cccc(/C=N/NC(=O)c2cccnc2)c1O
 : 4 | i | 5 | -5 | -1 | i | -3 | 1 | -4
4: CN(C)c1cccc(C(=O)Nc2cc(C(F)(F)F)ccc2-n2cnc3ccccc32)c1
 : 5 | i | 0 | -3 | -7 | i | -1 | 0 | 14
5: Cc1ccc(CN2CCN(Cc3cc4ccccc4o3)CC2CCO)cc1 (stereo not drawn)
 : 8 | i | -1 | -3 | -1 | i | -1 | -6 | 8
6: O=C(Nc1cccc(-c2cn3ccccc3n2)c1)c1cccs1
 : 6 | i | 2 | 3 | 0 | i | -10 | -10 | 14
7: NS(=O)(=O)c1cccc(NC(=O)CN2CCCc3ccccc32)c1
 : -2 | i | -1 | 5 | -7 | i | -5 | -10 | -15
8: Cc1ccc(Nc2n[nH]c(C)c2[N+](=O)[O-])cc1C
 : 2 | i | 3 | -2 | -8 | i | -4 | -4 | 10
9: O=C(O)c1cc2ccc3ccccc3c2[nH]1
 : 15 | i | -3 | 1 | 2 | i | -6 | 2 | -1
10: CCN(CC)c1ccc(/C=N/NC(=S)NCc2ccc(OC)cc2)cc1
 : 4 | i | 1 | 3 | 1 | / | 27 | 3 | 18

The list goes on (7 carried over from the part before).
Second line of a record: SKN-1 block | Rpn11 block | MT1-MMP act inh | Rin1 Abl inh | NadD inh | Neddylation inh | FAS TE block | CSN inh | PABP1 MLLE inh
4: CN(C)c1cccc(C(=O)Nc2cc(C(F)(F)F)ccc2-n2cnc3ccccc32)c1
 : 5 | i | 0 | -3 | -7 | i | -1 | 0 | 14
5: Cc1ccc(CN2CCN(Cc3cc4ccccc4o3)CC2CCO)cc1 (stereo not drawn)
 : 8 | i | -1 | -3 | -1 | i | -1 | -6 | 8
6: O=C(Nc1cccc(-c2cn3ccccc3n2)c1)c1cccs1
 : 6 | i | 2 | 3 | 0 | i | -10 | -10 | 14
7: NS(=O)(=O)c1cccc(NC(=O)CN2CCCc3ccccc32)c1
 : -2 | i | -1 | 5 | -7 | i | -5 | -10 | -15
8: Cc1ccc(Nc2n[nH]c(C)c2[N+](=O)[O-])cc1C
 : 2 | i | 3 | -2 | -8 | i | -4 | -4 | 10
9: O=C(O)c1cc2ccc3ccccc3c2[nH]1
 : 15 | i | -3 | 1 | 2 | i | -6 | 2 | -1
10: CCN(CC)c1ccc(/C=N/NC(=S)NCc2ccc(OC)cc2)cc1
 : 4 | i | 1 | 3 | 1 | / | 27 | 3 | 18
11: CC(=O)C1=C(O)C(=O)N(CCC(=O)O)C1c1ccccc1Cl (stereo not drawn)
 : 25 | i | 0 | 0 | -7 | i | -11 | -7 | 12
12: O=C1CCCC(=O)C1=Cc1c[nH]c2ccccc12
 : 15 | i | 6 | 2 | 0 | i | -4 | -3 | 8
13: COc1ccc(S(=O)(=O)NCc2cccnc2)cc1C
 : -10 | i | 1 | 1 | -5 | i | -6 | 0 | 8
14: Cc1ccc(-n2c(=O)cc(N3CCc4ccccc4C3)[nH]c2=O)cc1
 : 8 | i | -5 | 4 | -3 | i | -8 | -7 | 10
15: COC(=O)c1c(NC(=O)C2CCCCC2)sc2c1CCN(C(C)C)C2
 : 2 | i | 1 | 2 | -3 | i | -9 | -4 | 4
16: O=C(N/N=C/c1ccc([N+](=O)[O-])o1)C(O)c1ccccc1 (stereo not drawn)
 : -5 | i | 0 | -1 | -3 | i | -4 | 0 | 15
17: O=C(NCc1ccccn1)c1cccc(S(=O)(=O)N2CCc3ccccc32)c1
 : 1 | i | -2 | -2 | 4 | i | 0 | 0 | 18
18: CC(=O)Nc1ccc(NC(=O)Cn2c(CC(=O)N3CCCC3)nc3ccccc32)cc1
 : 12 | i | 0 | 1 | 0 | i | -4 | -1 | -6
19: CCCN(C(=O)COC(=O)C12CCC(=O)N1c1ccccc1S2)c1c(N)n(Cc2ccccc2)c(=O)[nH]c1=O (stereo not drawn)
 : 13 | i | 0 | -1 | 3 | i | -5 | -1 | -9
20: COc1cc(C(=O)NCC(c2ccco2)N2CCc3ccccc32)cc(OC)c1OC (stereo not drawn)
 : -9 | i | 0 | -4 | 1 | i | 8 | 0 | 1
21: Cc1cc(C(=O)NCCN2CCOCC2)ccc1[N+](=O)[O-]
 : -4 | i | 0 | 3 | 2 | i | -4 | 3 | 0
22: O=C(OCc1cnc(Cl)s1)c1cccc(Cl)c1
 : -27 | i | 0 | -1 | -3 | i | 7 | -2 | 1
23: COc1cccc(C(=O)O/N=C(\N)c2ccccn2)c1
 : 2 | i | 1 | 5 | -8 | i | -8 | 3 | 8
24: CN1CCN(C(=O)/C=C/c2c(F)cccc2Cl)CC1
 : 13 | i | 0 | -1 | 0 | i | -6 | -2 | -3
25: COc1ccc(CCNC(=O)CSc2nc(N)c(C#N)c(-c3cccs3)c2C#N)cc1OC
 : 6 | i | 1 | 3 | -12 | i | -1 | -6 | -10
26: Cc1ccccc1C(=O)NNC(=O)c1ccc2nc[nH]c2c1
 : 10 | i | 5 | 1 | -4 | i | -7 | 2 | 6
27: Cc1sc2nc(-c3ccccc3)oc(=O)c2c1C
 : 6 | i | 2 | 4 | 2 | i | 32 | -15 | -14
28: Cc1cccc(NC(=S)N2CCCCC2c2cccnc2)c1C (stereo not drawn)
 : 4 | i | -3 | -1 | 2 | i | -2 | 3 | -17
29: Cc1ccc(-c2nc3cnccn3c2Nc2ccc3c(c2)OCO3)cc1
 : -2 | i | 2 | 0 | 13 | i | 13 | 6 | -6
30: NN1C(=O)/C(=C2/Sc3ccccc3N2CCCS(=O)(=O)O)SC1=S
 : 10 | i | -14 | 2 | 9 | i | 0 | 10 | 11
31: CSc1nnc2c(n1)c(C)nn2-c1cccc(C)c1
 : 3 | i | -6 | 3 | 1 | i | 14 | 1 | 13
32: Cc1ccc(C)c(S(=O)(=O)NCc2ccc(C(=O)N3CCOCC3)cc2)c1
 : -13 | i | -3 | 1 | 0 | i | -9 | 2 | 0
33: O=C(CSc1nc(=O)[nH]c2c1CCCC2)Nc1cc(C(F)(F)F)cc(C(F)(F)F)c1
 : 6 | i | -6 | 3 | 19 | i | 3 | -2 | -4
34: COCCNC(=O)CN(C(=O)CCC(=O)Nc1cc(C)on1)c1ccccc1C
 : 20 | i | 0 | 3 | -3 | i | -4 | 1 | 14
35: CCCCNc1c(-c2ccc(SC(C)CC)c(OC)c2)nc2ccc(C)cn12 (stereo not drawn)
 : 12 | i | 0 | 1 | 2 | i | 25 | -4 | -30
36: CN(C)CCC#CC1(O)c2ccccc2-c2ccccc21
 : 7 | i | -5 | 2 | 2 | i | -5 | 0 | -1
37: COc1cc(-c2n[nH]c(=S)n2/N=C/c2cccn2C)cc(OC)c1OC
 : 2 | i | 1 | -1 | 1 | i | -4 | 4 | -24
38: O=C(CCn1c(=S)[nH]c2ccccc2c1=O)N1CCOCC1
 : 9 | i | 1 | -5 | 5 | i | -2 | 5 | -46
39: Cc1cccc(N2CCN(C(=O)c3noc4c3COc3ccc(C)cc3-4)CC2C)c1 (stereo not drawn)
 : 4 | i | -3 | 6 | 4 | i | 23 | 3 | 4
40: COc1ccc(OC)c([N+](=O)[O-])c1C(N)=O
 : 9 | i | 4 | -2 | -7 | i | -6 | 20 | 22
41: CCN(c1ccccc1)S(=O)(=O)c1cc2c(cc1C)NC(=O)CO2
 : -9 | i | 2 | 1 | -4 | i | 1 | -3 | -2
42: COc1ccc(C(=O)NCC(C)C)c(OC)c1
 : 8 | i | 12 | -4 | 1 | i | -9 | 2 | 20
43: Nc1nc(N)c(N=Nc2ccccc2)c(=O)[nH]1
 : 17 | i | 5 | -8 | -4 | i | -6 | -1 | -13
44: O=C(CCSCc1ccccc1)Nc1ccc2c(c1)OCCO2
 : 2 | i | 2 | -1 | -12 | i | 2 | -6 | 13
45: C/C(=N\NC(=S)Nc1c(C)cccc1C)c1ccc(OC(F)F)cc1
 : 3 | i | 1 | 2 | 2 | i | 5 | 2 | 18
46: COC(=O)CNC(=O)COC(=O)/C=C/c1ccc(F)cc1
 : -5 | i | -8 | 5 | 2 | i | -9 | -6 | 1
47: O=C(N/N=C/c1cc(Br)c(O)c(Br)c1)c1cc2c(ccc3ccccc32)o1
 : 7 | + | -2 | 2 | 27 | + | 18 | 12 | -6
48: CS(=O)(=O)Nc1ccc(C(=O)NCC2CCCO2)cc1 (stereo not drawn)
 : 23 | i | 0 | -2 | 1 | i | -6 | 5 | -12
49: COc1ccc(N(CC(=O)N2CCCC(C)C2)S(=O)(=O)c2c(C)nn(C)c2C)cc1 (stereo not drawn)
 : 2 | i | 3 | 0 | 8 | i | -6 | -2 | 10
50: CCCN(CCC)Cc1cc(=O)oc2cc(OC)ccc12
 : 9 | i | 1 | 1 | -3 | / | 8 | -3 | 2
51: O=C(O)CC1(CC(=O)Nc2ccc(F)cc2F)CCCCC1
 : 2 | i | -1 | 0 | -5 | i | -5 | -1 | 1
52: CC(=O)Nc1ccc(N2C(=O)CSC2c2c(F)cccc2Cl)cc1 (stereo not drawn)
 : 6 | i | 3 | -4 | 0 | i | -10 | 1 | 2
53: O=C(NCc1cccnc1)c1cnn2ccccc12
 : 0 | i | -2 | 0 | 0 | / | -4 | -1 | 5
54: Cc1ccc(C(=O)CCNc2cccc(Br)c2)o1
 : -27 | i | 3 | 0 | -3 | i | 10 | -3 | -10
55: Cc1ccccc1C(=O)NC(=S)NCC(=O)c1ccccc1
 : 32 | i | 9 | 1 | -1 | i | -2 | 0 | 26
56: Cc1oc(-c2ccccc2)nc1CS(=O)CC(=O)N1CCc2ccccc2C1 (stereo not drawn)
 : 3 | i | -2 | 2 | 1 | i | -3 | -1 | 28
57: O=C(CCC1CCCN(C(=O)c2ccc3c(c2)OCO3)C1)N1CCN(c2ccccn2)CC1 (stereo not drawn)
 : -6 | i | 0 | 4 | -8 | i | -12 | -1 | -4
58: Cc1cc(C)c(C)c(S(=O)(=O)N2CCN(C(=O)c3cc(=O)[nH]c4ccccc34)CC2)c1C
 : 15 | i | -2 | -1 | 6 | i | 3 | 0 | -16
59: Cc1nn(-c2nc3ccccc3s2)c(N)c1Sc1ccc(F)cc1
 : 1 | i | -1 | 0 | -3 | i | 6 | 7 | -6
60: Cc1cccc(NC(=O)/C(C#N)=C/c2ccc[nH]2)c1C
 : 0 | i | -6 | 1 | -7 | i | -5 | 1 | 10
61: O=C(Nc1ncccn1)c1cc(-c2ccc(F)cc2)nc2ccccc12
 : -3 | i | 6 | 2 | -5 | i | 0 | -2 | -1
62: CCn1c(C(=O)N2CCC(C(=O)NCc3cccs3)CC2)cc2sccc21
 : -9 | i | -1 | -2 | 5 | i | -2 | 1 | 9

Compounds as they come; 3.9% or so of the library scored in one or more.
